Assay outcomes from PubChem BioAssay.
V-ATPase pHluor: regulators of yeast V-ATPase proton transport | S. cerevisiae, pHLuorin cytosolic pH fluorescence | 350,000 tested, 0.37% active | response, % at 10 µM | AID 504577; in the data active = response mostly above about 7.3%, no sharp cut-off; inactive = mostly below about 5.4%; note: actives read high; inactives centre near 0; some compounds called inactive have numbers as strong as hits; reference of the scale not given here
cardiac RTF act: increases calcium sensitivity of human cardiac regulated thin filaments; 340,000 tested, 0.24% active; AID 493008; IANBD-labeled TnC RTF fluorescence at EC20 calcium; 0% EC20 calcium, 100% full calcium; activation, % at 7.2 µM;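 active = activation above the mean over all tested compounds plus 3 SD, cut at about 30% in these data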;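 note: rise in fluorescence read as greater calcium sensitivity of cardiac thin filaments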
HTR5A ag ctr: HTR5A agonism, opioid heterodimer counter-screen. HTR5A agonist assay, luminescence, cell-based. P47898. activation, % at 9.3 µM. 340,000 tested, 0.61% active; in the data active = activation mostly above about 9.5%, no sharp cut-off; inactive = mostly below about 7.6%;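 note: 0% = cells with vehicle only and 100% = reference agonist; strong numbers were not always called active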
MOR-DOR inv ag: inverse agonists of human mu-delta opioid receptor heterodimerization; P35372+P41143; cell-based MOR-DOR heterodimer luminescence, inverse agonism; inhibition, % at 9.3 µM; 340,000 tested, 0.21% active; in the data active = inhibition above about 22%, passing the limit was not always enough;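 note: 0% = cells with DMSO and 100% = wells without cells with DMSO; values of inactives mirror those of a sister screen read the other way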
Target sequence (P35372 whole entry, looked up): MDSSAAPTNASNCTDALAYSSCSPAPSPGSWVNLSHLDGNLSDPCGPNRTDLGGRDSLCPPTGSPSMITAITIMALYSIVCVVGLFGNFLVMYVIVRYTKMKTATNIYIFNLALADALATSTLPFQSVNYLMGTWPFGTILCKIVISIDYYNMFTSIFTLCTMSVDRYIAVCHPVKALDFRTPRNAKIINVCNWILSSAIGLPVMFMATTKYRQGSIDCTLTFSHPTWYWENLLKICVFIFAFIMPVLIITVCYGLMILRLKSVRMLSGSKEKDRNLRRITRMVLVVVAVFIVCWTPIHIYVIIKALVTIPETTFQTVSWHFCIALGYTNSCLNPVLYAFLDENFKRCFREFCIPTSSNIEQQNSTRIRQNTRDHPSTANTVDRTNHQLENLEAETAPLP
Target sequence (P41143 whole entry, looked up): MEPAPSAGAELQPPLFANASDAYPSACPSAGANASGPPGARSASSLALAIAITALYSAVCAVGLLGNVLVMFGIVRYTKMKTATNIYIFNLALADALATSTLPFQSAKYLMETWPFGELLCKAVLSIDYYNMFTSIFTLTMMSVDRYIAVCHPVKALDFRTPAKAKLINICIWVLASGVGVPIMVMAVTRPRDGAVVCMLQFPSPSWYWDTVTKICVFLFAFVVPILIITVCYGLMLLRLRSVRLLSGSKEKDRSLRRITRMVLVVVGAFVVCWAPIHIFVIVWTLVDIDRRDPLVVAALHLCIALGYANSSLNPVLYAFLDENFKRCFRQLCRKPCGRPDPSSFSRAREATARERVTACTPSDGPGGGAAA
CAL-PDZ inh HTS: blocks peptide binding to the human CAL PDZ domain; Q9HD26; purified CAL PDZ, TMR-peptide fluorescence polarization, 1 h; inhibition, % at 24.9 µM; 300,000 tested, 0.92% active; AID 602252;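 active = mean inhibition of at least 30% with at least half of replicates also reaching 30%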;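 note: 0% = DMSO neutral control and 100% = excess unlabeled competitor peptide PRC23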
HTR5A inv ag: counter-screen for OPRM1-OPRD1 inverse agonists: human HTR5A inverse agonism. inhibition, % at 9.3 µM. P47898. 340,000 tested, 0.083% active. HTR5A cell line, luminescence; in the data active = inhibition mostly above about 23%, no sharp cut-off; inactive = mostly below about 18%;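 note: 0% = cells with DMSO and 100% = no-cell wells with DMSO; some compounds called inactive have numbers as strong as hits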
RTF Ca sens inh: cardiac RTF calcium desensitization; 340,000 tested, 0.12% active; P19429+P45379; inhibition, % at 7.15 µM; IANBD-labeled cardiac RTF, Ca2+ fluorescence;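 active = inhibition above the mean inhibition of all tested compounds plus 3 SD, cut at about 17% in these data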;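 note: assay run at fixed EC70 calcium of 1.6 mM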
C-LANA FP: KSHV C-LANA DNA binding inhibition; 340,000 tested, 0.078% active; inhibition, % at 9 µM; MBP-C-LANA/FAM-LBS DNA binding, fluorescence polarization;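 active = highest replicate inhibition at or above 60% at 9 µM, even if other replicates fall short; inactive = all replicates below 60% inhibition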;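 note: 0% = neutral control wells and 100% = 4 µM acridine orange control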
OPRM1-OPRD1 ag: OPRM1-OPRD1 heterodimerization agonism; 340,000 tested, 0.3% active; activation, % at 9.3 µM; P35372+P41143; cells, luminescence; in the data active = activation above about 18%;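 note: 0% = vehicle-treated cells and 100% = reference agonist; values of inactives mirror those of a sister screen read the other way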
Keap1-Nrf2 PPI: disrupts human Keap1 binding to Nrf2 peptide. Keap1 Kelch-Nrf2 peptide fluorescence polarization, 1536-well. Q14145. inhibition, % at 9.4 µM. 340,000 tested, 0.15% active; in the data active = inhibition above about 12%;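 note: human Keap1 Kelch domain with fluorescein labeled Nrf2 9mer peptide probe; 0% = neutral control wells and 100% = peptide positive control; higher means more block of Keap1 binding to Nrf2 peptide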
An asterisk follows results filed as active.

Results for O=C(CCS(=O)(=O)c1ccc(Br)cc1)NC1CCCCCC1 ?
V-ATPase pHluor: -2; cardiac RTF act: 2; HTR5A ag ctr: -1; MOR-DOR inv ag: 14; CAL-PDZ inh HTS: -1; HTR5A inv ag: 3; RTF Ca sens inh: 0; C-LANA FP: 6.5; OPRM1-OPRD1 ag: -2.7; Keap1-Nrf2 PPI: -2

Results for c1csc(-c2noc(CN3CCN4CCCC4C3)n2)c1 (stereo not drawn) ?
V-ATPase pHluor: -1; cardiac RTF act: -5; HTR5A ag ctr: -1; MOR-DOR inv ag: -2; CAL-PDZ inh HTS: 1; HTR5A inv ag: -40; RTF Ca sens inh: -4; C-LANA FP: -0.9; OPRM1-OPRD1 ag: 0.3; Keap1-Nrf2 PPI: 0

What do the screens show for `Cc1cc(C)c(NC(=O)CSc2nc3ccncc3[nH]2)c(C)c1`?
V-ATPase pHluor: -1; cardiac RTF act: -1; HTR5A ag ctr: 2; MOR-DOR inv ag: 0; HTR5A inv ag: 11; RTF Ca sens inh: -2; C-LANA FP: -1.1; OPRM1-OPRD1 ag: 0.0; Keap1-Nrf2 PPI: 0

How did CC(=O)N1CCN(C(=S)NC(=O)c2ccc(F)cc2)CC1 do in these assays?
V-ATPase pHluor: 5; cardiac RTF act: -8; HTR5A ag ctr: 3; MOR-DOR inv ag: 5; CAL-PDZ inh HTS: -1; HTR5A inv ag: -11; RTF Ca sens inh: 1; C-LANA FP: -3.9; OPRM1-OPRD1 ag: -0.9; Keap1-Nrf2 PPI: -1

What do the screens show for `Oc1ccccc1C=NCC(O)c1ccccc1` (stereo not drawn)?
V-ATPase pHluor: 0; cardiac RTF act: -5; HTR5A ag ctr: 1; MOR-DOR inv ag: 10; CAL-PDZ inh HTS: 1; HTR5A inv ag: 2; RTF Ca sens inh: -5; C-LANA FP: -3.1; OPRM1-OPRD1 ag: -1.9; Keap1-Nrf2 PPI: -1

What do the screens show for `O=C(CCC(=O)c1ccc(F)cc1)NCC1(N2CCCCC2)CCCCC1`?
V-ATPase pHluor: -1; cardiac RTF act: -3; HTR5A ag ctr: 8; MOR-DOR inv ag: 6; CAL-PDZ inh HTS: 1; HTR5A inv ag: -20; RTF Ca sens inh: -8; C-LANA FP: 4.3; OPRM1-OPRD1 ag: -1.5; Keap1-Nrf2 PPI: -8

What do the screens show for `NC(=O)COC(=O)c1ccccc1Nc1ccc(SC(F)F)cc1`?
V-ATPase pHluor: 8; cardiac RTF act: 3; HTR5A ag ctr: -2; MOR-DOR inv ag: -18; CAL-PDZ inh HTS: -1; HTR5A inv ag: 6; RTF Ca sens inh: 6; C-LANA FP: -0.3; OPRM1-OPRD1 ag: 3.4; Keap1-Nrf2 PPI: 1

How did CCCc1ccc(C(=O)CN2C(=O)C(=O)N(C3CCCC3)C2=O)cc1 do in these assays?
V-ATPase pHluor: 4; cardiac RTF act: -6; HTR5A ag ctr: 1; MOR-DOR inv ag: -9; HTR5A inv ag: -16; RTF Ca sens inh: -3; C-LANA FP: -1.4; OPRM1-OPRD1 ag: 2.3; Keap1-Nrf2 PPI: -1

Results for CCOc1cc(N2CCOCC2)c(OCC)cc1NC(=O)CN1C(=O)N(C)C2(CCCCC2)C1=O ?
V-ATPase pHluor: -8; cardiac RTF act: -3; HTR5A ag ctr: 2; MOR-DOR inv ag: 15; CAL-PDZ inh HTS: -4; HTR5A inv ag: -1; RTF Ca sens inh: 4; C-LANA FP: 0.6; OPRM1-OPRD1 ag: -3.7; Keap1-Nrf2 PPI: 4

What do the screens show for `COc1cc(C(=O)N/C(=C\c2cn(C)c3ccccc23)C(=O)NCCN2CCOCC2)cc(OC)c1OC`?
V-ATPase pHluor: -5; cardiac RTF act: -9; HTR5A ag ctr: -1; MOR-DOR inv ag: 21; CAL-PDZ inh HTS: -2; HTR5A inv ag: 3; RTF Ca sens inh: 0; C-LANA FP: 0.8; OPRM1-OPRD1 ag: -4.0; Keap1-Nrf2 PPI: -3

3 structures already listed, sorted by molecular weight, rising.
What do the screens show for `Oc1ccccc1C=NCC(O)c1ccccc1` (stereo not drawn)?
V-ATPase pHluor: 0; cardiac RTF act: -5; HTR5A ag ctr: 1; MOR-DOR inv ag: 10; CAL-PDZ inh HTS: 1; HTR5A inv ag: 2; RTF Ca sens inh: -5; C-LANA FP: -3.1; OPRM1-OPRD1 ag: -1.9; Keap1-Nrf2 PPI: -1

How did CC(=O)N1CCN(C(=S)NC(=O)c2ccc(F)cc2)CC1 do in these assays?
V-ATPase pHluor: 5; cardiac RTF act: -8; HTR5A ag ctr: 3; MOR-DOR inv ag: 5; CAL-PDZ inh HTS: -1; HTR5A inv ag: -11; RTF Ca sens inh: 1; C-LANA FP: -3.9; OPRM1-OPRD1 ag: -0.9; Keap1-Nrf2 PPI: -1

What do the screens show for `NC(=O)COC(=O)c1ccccc1Nc1ccc(SC(F)F)cc1`?
V-ATPase pHluor: 8; cardiac RTF act: 3; HTR5A ag ctr: -2; MOR-DOR inv ag: -18; CAL-PDZ inh HTS: -1; HTR5A inv ag: 6; RTF Ca sens inh: 6; C-LANA FP: -0.3; OPRM1-OPRD1 ag: 3.4; Keap1-Nrf2 PPI: 1

New compounds follow:
Results for CNC(=O)CSc1nnc(-c2cccnc2)n1CCc1ccccc1 ?
V-ATPase pHluor: 2; cardiac RTF act: 1; HTR5A ag ctr: 0; MOR-DOR inv ag: 10; CAL-PDZ inh HTS: -4; HTR5A inv ag: -2; RTF Ca sens inh: 0; C-LANA FP: -0.3; OPRM1-OPRD1 ag: -1.8; Keap1-Nrf2 PPI: 5

How did Cc1ccc(N2CC(C(=O)Nc3nnc(SCC(=O)NCC4CCCO4)s3)CC2=O)cc1 (stereo not drawn) do in these assays?
V-ATPase pHluor: 2; cardiac RTF act: 5; HTR5A ag ctr: 0; MOR-DOR inv ag: 13; CAL-PDZ inh HTS: -6; HTR5A inv ag: 20; RTF Ca sens inh: 0; C-LANA FP: 0.1; OPRM1-OPRD1 ag: -4.0; Keap1-Nrf2 PPI: -2

What do the screens show for `CCCCn1c(SCC(=O)N(CC)C2CCS(=O)(=O)C2)nc2cc(S(N)(=O)=O)ccc21` (stereo not drawn)?
V-ATPase pHluor: 1; cardiac RTF act: 11; HTR5A ag ctr: 4; MOR-DOR inv ag: -8; CAL-PDZ inh HTS: -1; HTR5A inv ag: -11; RTF Ca sens inh: 4; C-LANA FP: 0.1; OPRM1-OPRD1 ag: 1.6; Keap1-Nrf2 PPI: -1

Results for COC(=O)c1ccc(N2C(=O)CC(N3CCN(c4ccccc4)CC3)C2=O)cc1 (stereo not drawn) ?
V-ATPase pHluor: 0; cardiac RTF act: 12; HTR5A ag ctr: 1; MOR-DOR inv ag: 14; CAL-PDZ inh HTS: -3; HTR5A inv ag: -12; RTF Ca sens inh: 0; C-LANA FP: 0.5; OPRM1-OPRD1 ag: -2.5; Keap1-Nrf2 PPI: -3

How did COC(=O)c1c(NC(NC(=O)C(C)C)C(Cl)(Cl)Cl)sc2c1CCCC2 (stereo not drawn) do in these assays?
V-ATPase pHluor: 0; cardiac RTF act: -5; HTR5A ag ctr: 9; MOR-DOR inv ag: 2; CAL-PDZ inh HTS: -4; HTR5A inv ag: -24; RTF Ca sens inh: -7; C-LANA FP: -2.4; OPRM1-OPRD1 ag: -0.4; Keap1-Nrf2 PPI: -2

Results for Cc1cc(Cl)c(OCCCSc2nc(C)cc(=O)[nH]2)c(Br)c1 ?
V-ATPase pHluor: 1; cardiac RTF act: 5; HTR5A ag ctr: 4; MOR-DOR inv ag: -16; CAL-PDZ inh HTS: -5; HTR5A inv ag: 0; RTF Ca sens inh: 0; C-LANA FP: 0.1; OPRM1-OPRD1 ag: 3.0; Keap1-Nrf2 PPI: -3

What do the screens show for `COc1ccc(-c2nc(Cn3c(SCc4ccccc4F)nc4ccncc43)c(C)o2)cc1`?
V-ATPase pHluor: 2; cardiac RTF act: -4; HTR5A ag ctr: 4; MOR-DOR inv ag: 0; CAL-PDZ inh HTS: 13; HTR5A inv ag: -32; RTF Ca sens inh: 0; C-LANA FP: 0.8; OPRM1-OPRD1 ag: 0.0; Keap1-Nrf2 PPI: 0

What do the screens show for `Cc1ccc(NC(=O)c2oc3ccc(S(=O)(=O)N4CCOCC4)cc3c2C)cc1C`?
V-ATPase pHluor: 3; cardiac RTF act: -3; HTR5A ag ctr: -2; MOR-DOR inv ag: -28; HTR5A inv ag: 7; RTF Ca sens inh: -3; C-LANA FP: -0.6; OPRM1-OPRD1 ag: 5.5; Keap1-Nrf2 PPI: 1

How did COc1ccc(OC)c(C(=O)NC(CC(N)=O)c2ccc(NCCOc3ccccc3)c([N+](=O)[O-])c2)c1 (stereo not drawn) do in these assays?
V-ATPase pHluor: 0; cardiac RTF act: 1; HTR5A ag ctr: 2; MOR-DOR inv ag: 21; CAL-PDZ inh HTS: -4; HTR5A inv ag: -7; RTF Ca sens inh: 10; C-LANA FP: 0.0; OPRM1-OPRD1 ag: -3.6; Keap1-Nrf2 PPI: 1

Results for CC1CCN(S(=O)(=O)c2ccc(C(=O)NC3CCS(=O)(=O)C3)cc2)CC1 (stereo not drawn) ?
V-ATPase pHluor: 2; cardiac RTF act: -3; HTR5A ag ctr: 0; MOR-DOR inv ag: 10; HTR5A inv ag: 0; RTF Ca sens inh: -2; C-LANA FP: -0.2; OPRM1-OPRD1 ag: -1.5; Keap1-Nrf2 PPI: -2

How did CN1CCN(C(=O)C2=C[C@@H](C3CCCCC3)C[C@@H](OCCCCO)O2)CC1 do in these assays?
V-ATPase pHluor: 3; cardiac RTF act: 0; HTR5A ag ctr: 3; MOR-DOR inv ag: 2; CAL-PDZ inh HTS: 0; HTR5A inv ag: -8; RTF Ca sens inh: -16; C-LANA FP: -0.2; OPRM1-OPRD1 ag: -0.3; Keap1-Nrf2 PPI: -5

What do the screens show for `CC1=C(C)C(OCCBr)N(c2cc(O)c(Cl)cc2F)C1=O` (stereo not drawn)?
V-ATPase pHluor: -2; cardiac RTF act: 0; HTR5A ag ctr: 1; MOR-DOR inv ag: 15; CAL-PDZ inh HTS: 0; HTR5A inv ag: -3; RTF Ca sens inh: 1; C-LANA FP: -1.1; OPRM1-OPRD1 ag: -2.8; Keap1-Nrf2 PPI: -3

How did Cc1c(Cl)ccc2c(C(=O)NCCCn3nccc3C)cc(-c3ccccn3)nc12 do in these assays?
V-ATPase pHluor: -2; cardiac RTF act: -3; HTR5A ag ctr: -4; MOR-DOR inv ag: 17; CAL-PDZ inh HTS: -3; HTR5A inv ag: 9; RTF Ca sens inh: 3; C-LANA FP: -2.8; OPRM1-OPRD1 ag: -3.4; Keap1-Nrf2 PPI: -2

How did Cc1ccc(S(=O)(=O)N(C)Cc2nc(-c3ccncc3)no2)cc1 do in these assays?
V-ATPase pHluor: 3; cardiac RTF act: 2; HTR5A ag ctr: -3; MOR-DOR inv ag: 12; CAL-PDZ inh HTS: -6; HTR5A inv ag: 2; RTF Ca sens inh: -5; C-LANA FP: -1.8; OPRM1-OPRD1 ag: -2.0; Keap1-Nrf2 PPI: 2

What do the screens show for `Cc1cc(=O)oc2cc(OCC(=O)NCC3CCC(C(=O)O)CC3)ccc12` (stereo not drawn)?
V-ATPase pHluor: 0; cardiac RTF act: 3; HTR5A ag ctr: 6; MOR-DOR inv ag: 4; CAL-PDZ inh HTS: -3; HTR5A inv ag: 14; RTF Ca sens inh: -3; C-LANA FP: 1.3; OPRM1-OPRD1 ag: -0.8; Keap1-Nrf2 PPI: 1
